# Source: PubChem (National Center for Advancing Translational Sciences (NCATS))
# D1 potentiator: potentiators of human D1 dopamine receptor; potentiation, % at 10 µM; AID 504651; HEK293 TREx D1 cells, calcium flux, dopamine EC20 potentiation; 360,000 tested, 0.036% active; in the data active means potentiation above about 30%; further: 0% is about no effect
# RXFP1 antagonist: blocks the human relaxin receptor RXFP1. HEK293-RXFP1, relaxin-stimulated cAMP HTRF, 30 min; stronger effect = lower value. 350,000 tested, 0.59% active. activity change, negative = inhibition, % at 57.5 µM. Q9HBX9;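 active means activity change of -60% or lower, but not beyond a set lower limit; inconclusive means change between -60% and -40%, or beyond the set limit; inactive means change above -40%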; further: on the % scale 0 is the no-effect control and ±100 the full control effect
# RXFP1 agonist: activates the human relaxin receptor RXFP1; Q9HBX9; 370,000 tested, 0.3% active; HEK293T-RXFP1 cAMP TR-FRET, 30 min; response scale: percent of porcine relaxin response, buffer zero; Potency, µM (highest dose often 57.5 µM), for the others: top-dose activation, usual class: activators; AID 2676; active means well fitted activation curve with a large enough effect; inconclusive means small, poorly fitted or top-dose-only effect; further: potency means the concentration at half of the fitted maximal effect; on the % scale 0 is the no-effect control and ±100 the full control effect; nearly all actives have a fitted effect of over 60% in size; many of its hits are not listed in these tables
#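 Agonist response is measured as cAMP accumulation in an RXFP1-transfected HEK293T line under PDE4 inhibition. Values are scaled between buffer-only and 29 nM porcine relaxin, and EC50s come from standard Hill equation fits.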
# TRHR enhancer: allosterically enhances the human TRH receptor; TRHR cells, fluo-8 calcium fluorescence, EC20 TRH enhancement; P34981; enhancement, % at 2 µM; 360,000 tested, 0.66% active; in the data active means enhancement above about 30%; further: 0% is about no effect
# Target sequence (P34981 whole entry, looked up): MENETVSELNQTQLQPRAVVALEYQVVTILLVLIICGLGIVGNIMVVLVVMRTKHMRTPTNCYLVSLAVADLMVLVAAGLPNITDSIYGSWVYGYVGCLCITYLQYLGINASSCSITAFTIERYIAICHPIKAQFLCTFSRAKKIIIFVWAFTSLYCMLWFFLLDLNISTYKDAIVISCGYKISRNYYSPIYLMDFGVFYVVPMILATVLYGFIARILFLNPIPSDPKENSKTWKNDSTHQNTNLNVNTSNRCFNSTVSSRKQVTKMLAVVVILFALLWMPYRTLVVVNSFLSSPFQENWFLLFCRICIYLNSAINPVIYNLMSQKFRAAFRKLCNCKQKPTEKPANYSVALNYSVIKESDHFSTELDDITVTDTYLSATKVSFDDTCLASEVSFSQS
#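 Enhancer read-out: after compound pinning and an initial kinetic agonist-mode read, an EC20 of TRH (10 nM final) was injected and fluo-8 calcium signal (Ex 480/Em 530) followed at 1 s/cycle for 100 cycles in TRHR-expressing cells.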
# D1 agonist: agonists of human D1 dopamine receptor; P21728; HEK293 T-REx D1 cells, calcium flux, agonist mode; activation, % at 2 µM; 360,000 tested, 1% active; AID 504660; in the data active means activation above about 30%; further: 0% is about no effect
#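 Inducible HEK293 T-REx D1 cells, force-coupled to calcium signalling, were plated at 4000 cells/well with tetracycline and held overnight at 30 C. After no-wash calcium dye loading, compound-evoked calcium rise over 180 s flagged agonists.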
# D2 antagonist: D2 dopamine receptor (human) antagonism; inhibition, % at 10 µM; P14416; 340,000 tested, 2% active; HEK293 TREx D2 cells, calcium flux, dopamine EC80; AID 485344; in the data active means inhibition above about 30%; further: 0% is about no effect
# Target sequence (P14416 whole entry, looked up): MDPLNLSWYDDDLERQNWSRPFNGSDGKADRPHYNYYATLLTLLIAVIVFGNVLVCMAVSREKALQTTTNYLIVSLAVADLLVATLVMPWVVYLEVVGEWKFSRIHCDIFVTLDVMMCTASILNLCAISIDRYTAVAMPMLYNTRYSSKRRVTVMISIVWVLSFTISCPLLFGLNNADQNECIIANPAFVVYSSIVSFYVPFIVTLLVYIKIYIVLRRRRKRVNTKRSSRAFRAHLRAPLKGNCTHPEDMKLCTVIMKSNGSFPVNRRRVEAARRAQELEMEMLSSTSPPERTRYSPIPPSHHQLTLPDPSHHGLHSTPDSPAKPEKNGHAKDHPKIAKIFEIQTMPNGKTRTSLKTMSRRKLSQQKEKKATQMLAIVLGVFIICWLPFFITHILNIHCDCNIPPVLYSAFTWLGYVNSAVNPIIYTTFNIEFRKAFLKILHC
#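 Tetracycline-induced HEK293 TREx cells expressing D2 receptor forced-coupled to calcium signalling, loaded with no-wash calcium dye. Compounds added and calcium flux read 180 s, then dopamine added at EC80 and read a further 180 s.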
# D2 potentiator: D2 dopamine receptor (human) potentiation; P14416; HEK293 T-REx D2, calcium flux, EC20 dopamine potentiation; potentiation, % at 10 µM; AID 485347; 340,000 tested, 0.34% active;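 active means potentiation over 3 SD above the plate norm, cut at about 30% in these data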; further: 0% is about no effect
#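 Cells plated with tetracycline inducer and held overnight at 30 C; calcium dye loaded 30–90 min at room temperature; baseline taken, compound added and read 180 s; EC20 dopamine then added and read 180 s.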
# D1 antagonist: blocks dopamine activation of the human D1 receptor. P21728. HEK293 TREx D1 cells, calcium flux, dopamine EC80; stronger effect = lower value. activity change, negative = inhibition, % at 10 µM. 360,000 tested, 3.2% active. AID 504652; in the data active means activity change below about -30%; further: on the % scale 0 is the no-effect control and ±100 the full control effect
#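 Cells carrying a force-coupled, tetracycline-inducible human D1 receptor report calcium flux. Each well gets a 10 s baseline, compound with 180 s monitoring, then an EC80 dopamine stimulus with a second 180 s kinetic read.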
# D2 ag: agonists of human D2 dopamine receptor; P14416; HEK293 T-REx D2 cells, calcium flux agonist mode; activation, % at 2 µM; 340,000 tested, 0.53% active;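 active means activation over 3 SD above normal in the single-dose calcium agonist read, cut at about 30% in these data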; further: 0% is about no effect
#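 Calcium-flux readout, 1 cycle/sec over 180 s following compound pin transfer, in inducible HEK293 Trex D2 cells (force-coupled); dopamine controls included. Positive calcium responses during this window marked compounds as potential agonists.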
# An asterisk follows results filed as active; ? = inconclusive; . = no result given; & = joins results of further samples.
molecule	D1 potentiator	RXFP1 antagonist	RXFP1 agonist	TRHR enhancer	D1 agonist	D2 antagonist	D2 potentiator	D1 antagonist	D2 ag
COC(=O)CN1C(=O)[C@H]2[C@@H](c3ccc(C)o3)N3C(=O)CN(Cc4ccc(-c5ccccc5)cc4)C(=O)[C@@]3(C)[C@H]2C1=O	-3	.	0.1%	-2	1	-1	3	-6	-0.4
Cc1nc(SCc2c(F)cccc2Cl)n[nH]1	-3	-7	0.7%	3	0	5	0	-14	-0.3
COc1ccc(CNC2=CC(=O)CC(C)(C)C2)cc1	-6	-3	-0.1%	3	3	-4	-9	-19	-0.2
COc1ccc2c(c1)O[C@H](c1ccc3c(c1)OCO3)[C@@H](OC(=O)N[C@H](C)C1CCCCC1)C2=O	-5	.	1.7%	-1	5	-18	-9	-14	-1.9
O=c1[nH][nH]c(=O)c2cc(N3CCCC3)ccc12	2	8	0.6%	0	0	-7	12	10	0.2
Cc1ccc2cc(C=O)c(Cl)nc2c1	-7	5	2.1%	-9	-1	0	-1	-2	0.0
O=C(NCCN1CCCC1=O)Nc1ccccc1	1	-1	0.7%	12	0	1	1	14	-0.2
COc1cccc(C2C(C#N)=C(N)SC(c3ccccc3)C2[N+](=O)[O-])c1 (stereo not drawn)	5	7	0.5%	-7	9	.	.	-7	.
CCOC(=O)c1c(CN2CCN(CCO)CC2)n(C)c2cc(Br)c(OC)cc12	7	-8	-0.3%	-1	1	14	-10	-14	0.7
COc1ccc(CNC(=O)C/C(C)=N/NC(=O)c2cc(OC)cc(OC)c2)cc1	.	.	3.0%	-17	6	24	-9	1	1.2
Nc1nc(SCC(=O)Nc2ccccc2Oc2ccccc2)n[nH]1	1	2	3.1%	-2	2	29	-11	5	2.1
CCCCOC(=O)c1ccc(NC(=O)c2ccccc2OC)cc1	-5	-16	0.3%	3	6	9	8	-5	1.3
Cc1cc(O)c(-c2cc(C(=O)Nc3ccc(S(=O)(=O)N4CCOCC4)cc3)[nH]n2)cc1C	2	-2	-0.6%	4	1	-30	14	8	-1.3
Cc1cc(=O)oc2cc(OCC(=O)Nc3ccc(CN4CCOCC4)cc3)c(Cl)cc12	-5	9	-3.0%	-6	18	6	-3	-4	0.2
Cc1cc(Nc2cc(F)ccc2C)n2nc(C)nc2n1	0	-8	-0.3%	8	-5	-17	3	-10	-0.8
COc1cc2c(cc1OC)CN(C(=O)c1oc3ccccc3c1C)CC2	.	-14	-0.1%	-7	0	6	0	-13	0.0
CCc1ccc(CNC(=O)C2CCC(=O)N(CCc3ccc(Cl)cc3)C2)nc1 (stereo not drawn)	-5	-2	0.6%	-1	2	12	5	-27	-0.5
Cc1cc(C)c(S(=O)(=O)N2CCCC(C(=O)N3CCOCC3)C2)c(C)c1 (stereo not drawn)	-5	0	0.3%	-4	0	5	-1	24	0.2
N#CCc1c(C#N)c(N)nc(Nc2ccccc2)c1C#N	-4	18	?	2	15	13	-2	-3	0.6
Cc1ccc(-c2sc(C(=O)Nc3ccc(Br)cc3)cc2CC(=O)O)cc1	-4	-15	?	8	-1	.	-3	-16	-1.5

# 3 of these compounds, reformatted.
mol: Cc1cc(O)c(-c2cc(C(=O)Nc3ccc(S(=O)(=O)N4CCOCC4)cc3)[nH]n2)cc1C
  D1 potentiator = 2
  RXFP1 antagonist = -2
  RXFP1 agonist = -0.6%
  TRHR enhancer = 4
  D1 agonist = 1
  D2 antagonist = -30
  D2 potentiator = 14
  D1 antagonist = 8
  D2 ag = -1.3

mol: Cc1cc(=O)oc2cc(OCC(=O)Nc3ccc(CN4CCOCC4)cc3)c(Cl)cc12
  D1 potentiator = -5
  RXFP1 antagonist = 9
  RXFP1 agonist = -3.0%
  TRHR enhancer = -6
  D1 agonist = 18
  D2 antagonist = 6
  D2 potentiator = -3
  D1 antagonist = -4
  D2 ag = 0.2

mol: Cc1cc(Nc2cc(F)ccc2C)n2nc(C)nc2n1
  D1 potentiator = 0
  RXFP1 antagonist = -8
  RXFP1 agonist = -0.3%
  TRHR enhancer = 8
  D1 agonist = -5
  D2 antagonist = -17
  D2 potentiator = 3
  D1 antagonist = -10
  D2 ag = -0.8

# (continued)
molecule	D1 potentiator	RXFP1 antagonist	RXFP1 agonist	TRHR enhancer	D1 agonist	D2 antagonist	D2 potentiator	D1 antagonist	D2 ag
Cc1nn2c(=O)cc(COC(=O)c3ccc(NC(=O)c4cccs4)cc3)nc2s1	0	-4	-0.2%	2	2	.	7	11	0.1
CC1/C(=N/O)CC(c2ccccc2)N(C)C1c1ccccc1 (stereo not drawn)	-1	-32	0.3%	0	1	17	-7	9	-0.5
CN(C)C(=O)c1ccc2c(c1)N(CC(=O)NCc1ccccc1Cl)C(=O)C1CCCCN21 (stereo not drawn)	0	-3	1.2%	6	1	.	-2	-3	0.1
Cc1ccc(OC(=O)C2CCN(C(=O)c3ccccc3C)CC2)c(Br)c1	0	5	-0.1%	-5	7	.	-11	3	0.5
CC(=O)Nc1ccc(S(=O)(=O)N(C)CC(=O)OC2CCCCC2=O)cc1 (stereo not drawn)	3	-10	0.1%	1	2	3	-2	-9	0.3
O=C(NCc1ccccc1Cl)c1ccc2oc(=O)n(Cc3ccccc3)c2c1	1	.	0.0%	4	9	.	5	-33*	-1.5
O=C(c1cccc([N+](=O)[O-])c1)c1ccc2c(c1)C(=O)NC2=O	1	-15	9.0%	-3	0	-3	7	6	1.1
CC(C)[N+](C)(C)CC(O)CN(c1ccccc1)c1ccccc1 (stereo not drawn)	-3	-16	0.3%	-3	2	-3	4	21	0.3
COc1ccc(-n2cc(C(=O)OCc3ccc(Cl)cc3)c3ccccc3c2=O)cc1	0	-12	1.8%	-1	3	.	10	7	2.0
Cc1ccccc1-c1cnn(-c2cccc([N+](=O)[O-])c2)c1N	4	9	0.6%	-1	3	-16	16	-17	1.1
Cc1cccc(C)c1OCC(O)CN1CCN(c2ccccc2)CC1 (stereo not drawn)	-2	-4	1.4%	4	2	87*	-28	-6	80*
CCCC(=O)N1CCN(c2ccc(NC(=O)c3ccco3)cc2)CC1	-5	1	-0.8%	-5	0	4	0	-4	-0.5
CC(C)(C)c1cnnn1-c1ccc(C(=O)CCl)cc1	-1	9	0.8%	21	4	2	7	3	-0.4
CC1CCC(C(=O)NC(C(=O)NCCc2ccc(S(N)(=O)=O)cc2)C(C)C)CC1 (stereo not drawn)	0	2	3.1%	-1	2	7	4	0	-1.2
CCc1ccc(-c2nc(CN3CCC(C(=O)NCCN(CC)c4ccccc4)CC3)c(C)o2)cc1	-9	-7	-2.8%	6	32*	4	1	-22	0.6
Cc1nn(CCC(N)=O)c2nc(-c3cccs3)cc(C(F)(F)F)c12	-1	-13	-0.1%	2	3	-3	4	-17	0.2
CCc1n[nH]c(=S)n1/N=C/c1cc(Br)c(O)c(OC)c1	0	9	0.3%	5	1	-4	10	-8	-0.3
CCN(Cc1ccncc1)C(=O)C1CCN(S(=O)(=O)c2cccs2)CC1	-4	-6	-0.9%	-5	2	1	-3	-5	-0.5
CCOC(=O)CSc1cc(=O)n(C)c2cc(Cl)ccc12	-3	4	1.9%	-6	3	-5	26	7	0.8
CCN(CC)C(=O)c1nc[nH]c1C(=O)N1CCN(c2ccccc2)CC1	-2	.	-2.7%	1	-1	-9	4	-7	0.4
COc1ccccc1C(=O)Nc1ccc(-c2nnc(SCC(=O)O)n2C)cc1	-3	-10	2.6%	-2	4	14	-2	-17	-1.1
Cc1c(C(=O)NCCSCc2c(F)cccc2Cl)cnn1-c1ccc(Cl)cc1	-3	-21	0.2%	-7	22	4	-11	-22	1.5
COc1ccc(C)cc1CN1C(=O)c2ccccc2C1=O	-7	-25	-0.2%	-5	2	-8	9	5	1.9
COc1ccc(CCC(=O)NCC2CCCCC2)cc1OC	-5	-9	-3.1%	-1	0	-15	-25	-15	-0.1
O=C(CSc1nc2ccccc2o1)NC1CCCC1	1	-11	-0.4%	-2	1	7	.	-4	1.9
Cc1oc2c(F)c(F)c(F)c(F)c2c1S(=O)(=O)Nc1cccc(C(F)(F)F)c1	-6	-3	0.2%	-7	10	-7	-16	-29	0.6
CCCn1nc(NS(=O)(=O)c2ccccc2)c2cc3cc(C)ccc3nc21	-1	.	1.1%	10	0	-11	-1	13	0.9
COc1ccc(C(CNc2nc(-c3cccnc3)nc3ccccc23)N(C)C)cc1 (stereo not drawn)	2	-2	4.8%	-2	0	.	.	3	.
C=CCNC(=O)c1onc(CCl)c1C(=O)OC	0	.	-0.6%	-10	1	12	9	-9	0.6
O=C(Nc1cccnc1)OC1CCCCC1	3	4	0.4%	6	3	-9	8	-17	-0.3
O=C(Nc1nc(-c2cccc([N+](=O)[O-])c2)cs1)C(c1ccccc1)c1ccccc1	-3	2	3.1%	3	1	0	6	-6	3.0
Cc1ccccc1C(=O)Nc1cc(NC(=O)c2ccccc2C)cc(C(=O)O)c1	-4	2	0.8%	2	7	2	4	-38*	3.7
O=C(Cn1nnc(-c2ccccc2F)n1)Nc1ccc2c(c1)OCO2	-3	-3	-1.9%	4	5	18	18	20	-1.3
COc1cc(/C=N\NC(=O)CNC(=O)C(c2ccccc2)c2ccccc2)ccc1O	1	-14	1.0%	-2	12	20	-7	26	0.3
COC(=O)Cc1ccc(NC(=S)NCCC(C)C)cc1	-2	-12	2.2%	0	11	-7	-4	-28	-2.1
NC(=O)[C@@H]1CCCN1Cc1nc(Cc2ccccc2Cl)no1	5	11	-0.8%	15	2	-1	1	-7	0.6
COCc1cc([C@@H]2C[C@H]3CN(c4ccccc4)C(=O)[C@]34CCCN24)ccc1OC	6	7	0.6%	7	0	-7	19	3	0.9
NC(N)=N/N=C/c1c(Cl)cccc1Cl	-11&-5	-13	-6.5%&2.1%	7&5	15&11	-13&-30	18&-8	-11&-29	-0.5&2.6
COc1ccc(-c2cn[nH]c2-c2ccc(OCC(=O)NN)cc2O)cc1	-2	3	2.0%	-2	1	.	.	20	.
COc1ccc(-c2c3c(=O)n(C)c(=O)n(C)c3c3c(C)nc4ccccc4n23)cc1	-3	-7	7.7%	-1	-1	.	-2	4	-1.3
CCOC(=O)c1cc2c(=O)n3ccccc3nc2n(CCOC)c1=NC(=O)C(C)(C)C	-3	-15	4.1%	3	2	-14	-11	-3	0.3
O=C(CN1CCN(Cc2ccc(F)cc2)C1=O)NCc1cccs1	-3	.	2.6%	10	2	-1	2	0	-0.5
COc1cccc(CNCCO)c1OCc1ccccc1Cl	-9	4	1.2%	2	7	.	2	-11	.
O=C(OC1CCOC1=O)c1ccc(NS(=O)(=O)c2cccs2)cc1 (stereo not drawn)	-2	7	0.6%	5	4	-5	9	-12	0.2
CN(C)S(=O)(=O)c1cccc(C(=O)Nc2ccc(N3CCOCC3)cc2)c1	-10	-9	0.1%	6	0	-14	7	0	-0.2

# These rows are one share of the data. The share of hits here may be higher or lower than overall.
